cytoskel mod – cytoskeleton assembly modification. HUVEC TNFa F-actin phalloidin imaging, high content. inhibition, % at 2 µM. hit rate 0.18% among 91,000;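 active = inhibition above the batch mean plus 3 SD and confirmed as a hit by visual image inspection, cut at about 30% in these data, passing the limit was not always enough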; note: strong numbers were not always called active
VCAM1 TNFa inh – reduces TNF alpha induced VCAM1 expression in HUVEC | HUVEC TNFa-induced VCAM-1 immunofluorescence, high-content imaging | AID 802 | hit rate 0.48% among 95,000 | inhibition, % at 2 µM;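 active = inhibition above the batch mean plus 3 SD, with images confirmed as a hit by eye, cut at about 37% in these data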;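 note: 0% = TNF-stimulated DMSO wells and 100% = unstimulated control wells; not every result past the cut was called active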
PTPN22 inh 2 – LYP (human) phosphatase inhibition; inhibition, % at 2 µM; hit rate 0.21% among 96,000; Q9Y2R2; recombinant LYP catalytic domain, DiFMUP fluorescence;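 active = inhibition at 2 µM at or above a set limit, the screen mean plus 3 SD, cut at about 24% in these data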;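 note: 0% = DMSO with enzyme and 100% = enzyme fully blocked by orthovanadate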
Target sequence (Q9Y2R2 whole entry, looked up, the tested form may be a part): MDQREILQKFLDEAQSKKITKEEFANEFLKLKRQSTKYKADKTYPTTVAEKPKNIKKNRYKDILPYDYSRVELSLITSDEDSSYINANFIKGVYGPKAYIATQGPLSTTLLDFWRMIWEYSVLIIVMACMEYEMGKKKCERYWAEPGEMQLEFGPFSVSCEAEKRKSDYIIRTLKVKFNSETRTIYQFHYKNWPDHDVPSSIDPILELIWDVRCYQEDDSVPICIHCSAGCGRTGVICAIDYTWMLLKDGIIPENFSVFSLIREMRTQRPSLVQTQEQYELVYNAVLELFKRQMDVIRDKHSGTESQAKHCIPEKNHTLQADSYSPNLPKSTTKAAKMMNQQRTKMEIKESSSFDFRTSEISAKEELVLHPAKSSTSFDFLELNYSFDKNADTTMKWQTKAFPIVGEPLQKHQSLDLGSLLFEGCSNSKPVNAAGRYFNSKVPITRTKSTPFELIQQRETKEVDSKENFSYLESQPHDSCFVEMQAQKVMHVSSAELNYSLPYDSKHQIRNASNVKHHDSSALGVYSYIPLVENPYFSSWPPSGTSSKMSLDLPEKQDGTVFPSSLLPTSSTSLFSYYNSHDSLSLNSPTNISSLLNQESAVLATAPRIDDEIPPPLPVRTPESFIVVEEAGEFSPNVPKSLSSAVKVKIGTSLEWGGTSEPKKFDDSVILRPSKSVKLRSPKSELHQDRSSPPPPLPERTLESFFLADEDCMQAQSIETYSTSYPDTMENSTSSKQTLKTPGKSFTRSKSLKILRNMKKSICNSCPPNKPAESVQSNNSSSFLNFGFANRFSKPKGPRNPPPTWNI
IL1B cytotox – HUVEC cytotoxicity counter-screen, IL-1B stimulated; HUVEC cell count loss, Hoechst imaging; cell count reduction, % at 2 µM; hit rate 0.41% among 94,000; AID 845;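 active = cell count reduction more than 3 SD above the screen-wide mean, cut at about 70% in these data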;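 note: normalized per plate to untreated control cells as the no-loss baseline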
MT1-MMP txn act – activates MT1-MMP transcription. HT1080 MT1-MMP promoter luciferase reporter, luminescence, overnight; hits give high values. activation factor at 10 µM. hit rate 0.16% among 86,000. AID 750;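 active = activation factor of at least 2 for MT1-MMP transcription at 10 µM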
HUVEC tox TNFa – toxic to HUVEC cells under TNF alpha stimulation. HUVEC TNFalpha-stimulated, Hoechst cell count, imaging. cell count reduction, % at 2 µM. hit rate 0.17% among 93,000. AID 848;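 active = cell count reduction exceeding the screen mean by over 5 SD, scaled to untreated wells per plate, cut at about 78% in these data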;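 note: cells counted after 24 h of TNF alpha exposure following the 1 h pretreatment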
Candida biofilm – kills Candida albicans biofilms; inhibition, % at 6 µM; C. albicans biofilm + clotrimazole, Alamar Blue; hit rate 0.14% among 85,000;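 active = inhibition above 20%; inactive = inhibition below 20%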;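 note: preformed 24 hr biofilms exposed to compound for 48 hr; 0% = biofilm without compound and 100% = blank killed by clotrimazole plus chlorhexidine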
hDAT+cocaine – modulates human dopamine transporter uptake under cocaine | LLC-PK1 hDAT cells, [14C]-dopamine uptake with cocaine IC80; actives deviate in either direction | hit rate 1.3% among 110,000 | B-score at 10 µM | Q01959;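 active = Z score or B-score, a plate-position-corrected score, falls beyond the plate's 99.7% confidence bounds, in either direction; inactive = both scores lie inside the 99.7% bounds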;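 note: scored against the spread of the other compound wells on the same plate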
Smad3 inh – inhibitors of human Smad3 transcription factor binding; inhibition, % at 25 µM; hit rate 0.29% among 88,000; TR-FRET Smad3/Dy647-FoxH1 peptide binding, europium anti-His; P84022;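 active = compounds that reduce the energy-transfer binding signal between the protein and its labelled peptide by more than half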;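 note: 0% = Smad3 plus labelled peptide maximal FRET and 100% = peptide-only background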
* hit, by the source's call; . = not tested or not shown; [ ] = remark or other dose. The list is partial; the hit share may differ from the screen's.

structure,cytoskel mod,VCAM1 TNFa inh,PTPN22 inh 2,IL1B cytotox,MT1-MMP txn act,HUVEC tox TNFa,Candida biofilm,hDAT+cocaine,Smad3 inh
Cn1c(=O)[nH]c(=O)c2c1nc(Sc1nc3ccccc3s1)n2Cc1ccccc1,-8.1,1.7,12.5,47.8,1.3,-7.1,-1.3,1.21,3.3
O=S(=O)(c1ccc(Oc2ccc(Cl)cc2)c(S(=O)(=O)N2CCCCC2)c1)N1CCCCC1,-1.6,3.4,12.6,-10.5,1.1,14.0,1.5,-1.75,0.7
Cc1csc(SCC(=O)N2CCCC2)n1,6.1,8.8,9.6,-12.8,1.1,-29.7,9.4,-0.195,8.9
CCOC(=O)c1cccc(NC(=O)Cn2cnc3c2c(=O)n(C)c(=O)n3C)c1,-13.0,9.5,12.0,1.6,1.2,15.4,11.1,0.452,-8.6
O=C(COn1nnc2ccc(Cl)cc21)NCc1ccccc1,15.5,50.5,8.8,25.9,1.2,-15.0,4.3,0.368,-3.0
COc1cc2c(cc1OC)CN(C(=O)COc1ccc(C#N)cc1)CC2,-14.3,-24.7,10.2,-39.5,0.9,-1.8,5.3,1.22,-0.3
Cc1cc(NC(=O)c2cnc3ccccn3c2=O)no1,18.2,-10.3,6.2,-29.0,1.4,5.7,3.8,.,15.0
Cc1ccccc1-n1c(=O)cc(N2CCc3ccccc32)[nH]c1=O,22.6,-4.4,-10.7,1.1,.,-27.2,4.2,0.562,-1.6
Cc1cc2occ(CC(=O)O)c2cc1C,.,.,.,.,1,.,2.1,0.424,-2.3
CCCCOc1ccccc1C1NC(=O)NC(C)=C1C(=O)OCCOC (stereo unspecified),30.5,8.6,7.8,-12.0,1.2,-34.2,.,0.596,.
O=C(OCC#CCSc1nc2ccccc2o1)c1ccco1,6.9,0.8,6.2,-33.9,1.2,11.2,0.0,-0.0791,-2.1
Cn1c(=O)c2nnn(/N=C(\c3ccccc3)C3CC3)c2n(C)c1=O,-14.1,13.9,-11.3,-18.1,1.2,-2.1,4.7,-0.324,1.9
Cc1cc(C)n2[nH]c(=O)c(N=Nc3cccc(C(F)(F)F)c3)c2n1,-12.0,15.7,-0.7,-19.7,.,0.4,.,-0.168,.
CCn1c(SCC(=O)NCC(=O)Nc2ccc(F)cc2)nnc1-c1cccs1,-23.0,-4.5,-14.1,10.5,1.1,-3.5,5.6,0.858,-3.1
CCCCNC(=O)Nc1ccnn1C1CCCCC1,.,.,.,.,1.1,.,3.2,-0.046,-0.3
FC(F)(F)COc1nc(N2CCCCC2)nc(N2CCNCC2)n1,3.3,7.8,-10.5,-14.6,1.1,8.8,10.0,-1.73,1.8
Cc1ccc2nc(C3CCN(CC(=O)N4CCCCCC4)CC3)[nH]c2c1,0.3,4.8,7.0,-115.0,1.1,1.5,4.4,-0.282,-1.8
CCC(C)(C(=O)NC1CCCCC1)N(CC1CCCO1)C(=O)CNC(=O)c1ccccc1 (stereo unspecified),-5.9,-3.4,7.5,-18.0,1,10.1,-4.8,-0.236,-3.0
CSCCC(NC(=O)c1ccccc1)c1nc(-c2ccccc2)no1 (stereo unspecified),9.8,12.9,-2.5,-36.4,1.1,-37.6,8.1,0.235,5.3
Cc1ccc2nc(SCC(=O)N3c4ccccc4CC3C)c(C)cc2c1 (stereo unspecified),1.1,-1.1,6.0,25.6,.,0.0,.,-0.779,.

An excerpt from above in order of the VCAM1 TNFa inh value, descending.
structure | cytoskel mod | VCAM1 TNFa inh | PTPN22 inh 2 | MT1-MMP txn act | hDAT+cocaine | Smad3 inh
CSCCC(NC(=O)c1ccccc1)c1nc(-c2ccccc2)no1 (stereo unspecified) | 9.8 | 12.9 | -2.5 | 1.1 | 0.235 | 5.3
Cc1ccc2nc(C3CCN(CC(=O)N4CCCCCC4)CC3)[nH]c2c1 | 0.3 | 4.8 | 7.0 | 1.1 | -0.282 | -1.8
Cc1ccc2nc(SCC(=O)N3c4ccccc4CC3C)c(C)cc2c1 (stereo unspecified) | 1.1 | -1.1 | 6.0 | . | -0.779 | .

The results go on:
structure,cytoskel mod,VCAM1 TNFa inh,PTPN22 inh 2,IL1B cytotox,MT1-MMP txn act,HUVEC tox TNFa,Candida biofilm,hDAT+cocaine,Smad3 inh
COc1ccccc1NC(=O)CSc1nc2ccccc2n1C(C)=O,-28.0,7.9,0.1,0.5,1,-20.7,-3.5,0.804,-15.5[fluorescence artefact?]
Cc1sc(NC(=O)CSc2nnc(-c3ccc(F)cc3)o2)c(C#N)c1C,-11.5,-16.9,14.3,-14.0,1.1,-12.1,6.2,0.203,5.8
Cc1cc(C)n(CCSCC(=O)O)n1,-2.3,13.8,1.4,-119.1,1,1.6,-3.4,0.54,3.7
COC(=O)c1c(N2C(=O)CCC2=O)sc2c1CCCC2,3.9,-9.8,-24.1,-7.3,1,-17.4,10.3,0.174,2.0
O=C(NCCN1CCCC1)c1ccc(CS(=O)(=O)c2c(Cl)cccc2Cl)o1,-0.4,9.9,-0.9,8.6,1,-27.4,-7.5,-0.0611,-3.2
CCOC(=O)c1[nH]c(C)c(C(=O)c2ccc(C)cc2)c1C,17.6,47.5*,-0.1,2.8,0.6,32.6,0.1,-0.474,-0.8
COc1ccc(S(=O)(=O)N(C)CC(=O)N2CCOCC2)cc1Cl,-16.0,11.9,9.8,-8.8,1.2,-5.1,6.9,-0.176,-0.1
O=C(NC1CCCCC1)N1CCCC(c2nc3ccccc3[nH]2)C1 (stereo unspecified),10.9,-29.0,7.0,40.5,1.1,-5.9,9.8,0.247,6.3
O=C(O)CSc1nnc(-c2ccncc2)n1CCc1ccccc1,-3.4,-2.7,-2.3,-1.8,1.2,-18.9,6.3,-0.0138,2.7
O=C1NC(Cc2c[nH]c3ccccc23)C(=O)N1CCOc1ccccc1 (stereo unspecified),7.8,-6.7,-7.1,-15.2,1.2,-11.0,-3.0,0.0641,6.5
O=C(NC1CCCC1)c1ccc(CN2CCOCC2)cc1,.,2.3,-3.9,-11.0,1.3,0.0,4.1,-0.0686,8.5
Cc1cccc(N/C(N)=N/c2nc(C)cc(C)n2)c1,3.4,-9.6,13.6,-20.0,.,-0.9,.,-0.639,.
c1ccc(-c2nnc(-c3ccco3)n2-c2ccccc2)cc1,3.9,9.9,-6.5,-3.8,1.1,-6.2,.,0.0115,.
CCOC(=O)C(Sc1nn(C)c(=S)s1)C(C)=O (stereo unspecified),6.5,-1.7,18.3,-170.1,1.2,-16.6,3.8,0.162,-0.6
Cc1ccccc1NC(=O)c1ccccc1NC(=O)c1ccco1,-8.8,15.9,11.5,0.0,1.1,-17.3,2.5,-0.964,-3.8
O=C(c1cc2nc(-c3ccco3)cc(C(F)(F)F)n2n1)N1CCN(c2ccccn2)CC1,4.5,10.7,-3.5,2.3,1,7.7,9.0,-0.32,6.7
CCOc1ccccc1C(=O)Nc1nccs1,-6.8,6.8,-2.7,10.3,1.1,-0.8,-0.6,0.578,-5.9
CCOc1ccccc1C1C(C(N)=O)=C(C)Nc2nc(-c3ccc(OC)cc3)nn21 (stereo unspecified),29.3,-4.4,-0.8,-35.1,1.1,-5.7,9.1,2.28,-7.1
c1cncc(CNC2CCCc3ccccc32)c1 (stereo unspecified),-1.6,4.6,-25.1,9.3,1.1,-8.1,6.2,-1.17,2.7
O=C(O)CC1=C(O)C(=O)N(c2ccccc2)C1c1ccccc1 (stereo unspecified),.,.,.,.,1.1,.,4.0,-1.22,-3.7
CN(Cc1ccccc1)C(=O)c1ccccc1NC(=O)c1ccccc1,51.3*,1.0,4.4,-6.6,.,-6.9,.,-0.983,.
CCOC(=O)Cn1c(=O)c2c(nc3n2CCS3)n(C)c1=O,3.9,-6.6,5.4,6.5,1,-13.1,4.8,-0.481,-8.7
CCCn1c(-c2cc(OC)c(OC)c(OC)c2)nc2nc3ccccc3nc21,21.7,1.4,14.4,-18.0,1.1,-3.1,5.8,2.42,1.7
COc1ccc(/C=N\NS(=O)(=O)c2ccc(Cl)cc2)cc1COc1ccccc1[N+](=O)[O-],-5.5,-5.3,5.0,21.5,0.9,-14.3,1.8,.,4.4
Cc1ccc2nc(N3CCN(Cc4ccc(F)cc4)C3=O)c(C)cc2c1,.,.,11.4,.,1.3,.,-7.0,2.24*,-23.3
COc1ccc(Cl)cc1N(CC(=O)N1CCN(Cc2ccccc2)CC1)S(C)(=O)=O,-28.1,-9.7,-1.2,-16.0,1.1,-1.8,9.1,0.137,13.7[fluorescence artefact?]
O=C(Cn1c(-c2ccc(Cl)cc2)noc1=O)N1CCN(c2ccccc2F)CC1,50.9,6.3,27.2*,6.7,1.1,-30.3,6.6,1.29,6.9
CCSc1nnc(NC(=O)Cc2ccc(OC)cc2)s1,-0.6,27.4,-0.7,-1.2,1.1,2.1,9.3,-0.0363,-2.4
Cc1c(Cl)ccc2c1NC(=O)[C@]21N[C@@H](CCC(N)=O)[C@H]2C(=O)N(c3ccc(F)cc3)C(=O)[C@H]21,-21.9,5.6,-3.3,-15.8,1.2,0.8,4.2,-0.706,3.4
COc1ccc(CCNc2cc(N3CCN(C(=O)c4ccccc4F)CC3)ccc2[N+](=O)[O-])cc1OC,10.7,-2.4,15.4,-8.2,.,-15.6,.,.,.
CN(Cc1ccccc1)c1nc(N)c([N+](=O)[O-])c(Nc2cccc(F)c2)n1,19.6,2.5,8.9,11.3,1,-16.1,2.0,0.657,22.9
CCC(=O)n1nc(-c2ccccc2)nc1SCC(=O)Nc1ccc(C)cc1,-15.8,-0.9,1.6,13.6,.,1.5,.,0.561,.
Cc1c(S(=O)(=O)N2CCN(c3cccc(C(F)(F)F)c3)CC2)c(=O)n(C)c(=O)n1C,-11.5,10.2,1.0,-16.7,1.1,4.8,6.9,-1.65,7.8[fluorescence artefact?]
O=[N+]([O-])c1ccc(Sc2cccc3cccnc23)cc1,1.8,5.8,-8.3,1.7,1.1,-14.1,1.2,-0.704,15.8
CCOC(=O)c1ccc2c(c1)nc(COc1ccc(OC)cc1)n2CC,15.4,-8.9,11.3,8.1,1.1,-25.7,3.8,0.404,9.8
CC(NC(=O)CN1CCC(C(N)=O)CC1)c1ccccc1 (stereo unspecified),-5.0,-8.5,1.8,-42.7,0.9,7.1,9.4,-8.07*,1.4
CCOC(=O)c1cc2sccc2n1CCCN1C(=O)c2ccccc2C1=O,-25.7,25.8,-0.9,-16.4,1,-25.1,4.0,-0.411,-0.8
N#C/C(=C\c1c(N2CCC(C(N)=O)CC2)nc2ccccn2c1=O)S(=O)(=O)c1ccccc1,-2.6,3.1,8.8,-202.9,1.1,-14.4,1.2,0.828,-9.6
COCC(=O)Nc1cccc2ccccc12,.,.,-4.0,26.0,1.1,.,-2.3,0.144,-1.3
CCCCc1c(C)c2ccc(OC)c(/C(C)=N\O)c2oc1=O,-5.0,-4.0,-8.5,-24.8,1,-23.3,6.5,.,-2.1
C(=N\Nc1nc(Nc2ccccc2)nc(N2CCOCC2)n1)/c1c[nH]c2ccccc12,9.8,25.2,7.2,13.9,.,-3.7,.,2.06,.
Cc1ccc(C(=O)N2CCCC2)c(F)c1F,-12.6,6.6,5.7,-7.2,1.2,-3.0,0.8,0.524,-1.6
c1ccc(CN2CCN(c3nc4ccccc4c4ccccc34)CC2)cc1,5.1,7.8,4.2,-10.9,1,-19.2,2.5,0.736,8.4
N#Cc1ccccc1NC(=O)CSc1nccn1CCc1ccccc1,12.5,14.9,5.4,-51.3,1.5,-10.2,3.7,1.23,12.6
COc1ccc(NC(=O)C(=O)N/N=C/c2cccnc2)c(OC)c1,-20.8,8.1,12.4,.,.,-4.3,.,0.614,.
COc1ccc(Oc2nnnn2-c2ccccc2)cc1,-3.8,11.0,8.0,28.9,1.2,-25.3,-1.4,-1.37,7.9

High-throughput results as filed in PubChem.
